Source: PubChem BioAssay (National Center for Advancing Translational Sciences (NCATS))
NTMT1 inhibitor = Primary qHTS for Inhibitors of N-terminal methyltransferase 1 (NTMT1): MTaseGlo Assay. NTMT1 MTase-Glo SAH luminescence, purified enzyme. Potency, µM (doses to about 114 µM), for the others: top-dose activity change, negative = inhibition, usual class: inhibitors. 59,000 compounds, 2.5% hits. AID 1645870, 2021;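 further: potency means the concentration at half of the fitted maximal effect; plate controls were DMSO vehicle for no effect and no enzyme for full effect; nearly all actives have a fitted effect of over 65% in size; many of its hits are not listed in these tables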
Target sequence (Q9BV86 whole entry, looked up): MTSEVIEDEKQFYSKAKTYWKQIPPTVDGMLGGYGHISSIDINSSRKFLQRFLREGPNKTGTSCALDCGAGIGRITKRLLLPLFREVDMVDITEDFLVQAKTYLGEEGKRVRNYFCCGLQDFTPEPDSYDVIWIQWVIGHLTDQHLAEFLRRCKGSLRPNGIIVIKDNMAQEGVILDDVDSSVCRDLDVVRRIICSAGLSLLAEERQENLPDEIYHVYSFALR
TSG101-PTAP inh = qHTS Validation Assay for Inhibitors of HIV-1 Budding by Blocking the Interaction of PTAP/TSG101: Sytravon Library Screen | Tumor susceptibility gene 101 protein (Homo sapiens), Q99816 | Fluorescence polarization, FITC-PTAP peptide/Tsg101, 20 min | Potency, µM (highest dose often 115 µM), inactives show at the top dose activity change, negative = inhibition, usual class: inhibitors | 44,000 tested, under 10 active | AID 1347069, 2019; further: potency means the concentration at half of the fitted maximal effect; 0% is about no effect
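Steps: Tsg101 binding domain (10 uM final) in HEPES pH 7.5/NaCl/Tween 20/EDTA/TCEP; add compound; add FITC-PTAP peptide (50 nM final); incubate 20 min r.t.; read polarization.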
FH mod = Identification of activators of human fumarate hydratase by quantitative high-throughput screening | Fumarate hydratase, mitochondrial (Homo sapiens), P07954 | FH coupled MDH/diaphorase resazurin fluorescence, 15 min | Potency, µM (doses to about 79.9 µM), without a hit: at the top dose activity change, negative = inhibition, hits mostly inhibitors | 54,000 compounds, 0.22% hits | AID 1347055, 2019; further: potency means the concentration at half of the fitted maximal effect; on the % scale 0 is the no-effect control and ±100 the full control effect; the screen sought activators but most active calls are inhibition curves; nearly all actives have a fitted effect of over 45% in size
B2AR arrestin ag = qHTS assay of beta-arrestin-biased ligands of beta2-adrenergic receptor: NCGC Sytravon Library Screen | Beta-2 adrenergic receptor (Homo sapiens), P07550 | HTLA Tango cells, beta-arrestin recruitment, luciferase luminescence, 18 h | Potency, µM (series often up to 46.1 µM), inactives show at the highest dose activation, most hits filed as activators | 44,000 tested, under 10 active | AID 1347077, 2019;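 further: potency means the concentration at half of the fitted maximal effect; 0% = DMSO and full agonism = EC100 isoproterenol or metaproterenol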
Target sequence (P07550 whole entry, looked up): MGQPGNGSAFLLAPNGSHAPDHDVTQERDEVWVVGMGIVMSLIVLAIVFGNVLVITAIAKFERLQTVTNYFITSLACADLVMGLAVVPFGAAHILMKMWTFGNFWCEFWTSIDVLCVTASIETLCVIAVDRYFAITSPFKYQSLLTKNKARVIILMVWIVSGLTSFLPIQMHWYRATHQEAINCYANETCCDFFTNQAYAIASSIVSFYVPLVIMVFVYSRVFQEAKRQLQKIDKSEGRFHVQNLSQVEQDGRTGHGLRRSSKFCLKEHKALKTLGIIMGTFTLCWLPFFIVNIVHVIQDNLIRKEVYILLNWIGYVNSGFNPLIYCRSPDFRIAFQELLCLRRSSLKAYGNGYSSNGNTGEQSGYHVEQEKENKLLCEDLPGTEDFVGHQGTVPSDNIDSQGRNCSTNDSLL
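Tango cells expressing recombinant beta2-AR and beta-arrestin were treated with compounds (up to 46 microM titration) in DMEM with 1% FBS for 18 hr at 37 degrees C. Beta-arrestin recruitment drove tTA-dependent luciferase, read by luminescence; curves were fitted and classed.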
GALK inhibitor = qHTS Assay for Inhibitors of Human Galactokinase (GALK): NCGC Sytravon Library Screen; P51570; recombinant GALK, Kinase-Glo ATP luminescence, 1 h; Potency, µM (top dose mostly 57.5 µM), without a hit: at the top dose activity, negative = inhibition, hits mostly inhibitors; 44,000 tested, under 10 active; AID 1347072, 2019;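 further: plate controls were full GALK reaction for no effect and reaction lacking GALK for full effect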
Target sequence (P51570 whole entry, looked up): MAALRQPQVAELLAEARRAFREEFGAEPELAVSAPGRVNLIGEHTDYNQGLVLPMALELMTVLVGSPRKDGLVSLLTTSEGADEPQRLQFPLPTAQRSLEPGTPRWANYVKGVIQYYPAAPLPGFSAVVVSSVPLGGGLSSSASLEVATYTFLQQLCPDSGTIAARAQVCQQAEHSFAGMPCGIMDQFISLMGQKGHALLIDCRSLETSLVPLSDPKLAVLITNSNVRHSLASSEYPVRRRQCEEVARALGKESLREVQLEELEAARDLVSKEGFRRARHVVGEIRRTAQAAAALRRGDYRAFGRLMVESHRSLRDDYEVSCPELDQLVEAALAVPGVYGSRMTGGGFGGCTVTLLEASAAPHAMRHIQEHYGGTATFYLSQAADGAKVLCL
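Reactions with and without enzyme served as controls. GALK at 5 nM phosphorylates 100 uM galactose using 35 uM ATP (HEPES pH 8.0, Mg2+) for 1 h at RT, with luminescence read 10 min after adding Kinase-Glo Plus.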
p53null 32C tox = qHTS Screen for Compounds that Selectively Target Cancer Cells with p53 Mutations: Cytotoxicity of p53 Null Cells at the Permissive Temperature; H1299-neo p53 null cells, ATP luminescence, 24 h, 32C; Potency, µM (series often up to 46.1 µM), for the others: top-dose activity change, negative = cytotoxicity, usual class: cytotoxic; 55,000 compounds, 0.62% hits; AID 903, 2007;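 further: potency means the concentration at half of the fitted maximal effect; 0% = DMSO only and -100% = full killing by 100 µM tamoxifen; nearly all actives have a fitted effect of over 55% in size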
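Luminescent ATP readout gave cell viability of p53-null H1299-neo cells after a 24 h compound exposure at the permissive 32C. Titrations ran up to 46 uM, and AC50s were fitted with the standard Hill equation.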
p53null 39C tox = qHTS Screen for Compounds that Selectively Target Cancer Cells with p53 Mutations: Cytotoxicity of p53 Null Cells at the Nonpermissive Temperature | Potency, µM (top dose mostly 46.1 µM), inactives show at the top dose activity, negative = cell killing, most hits filed as cytotoxic | AID 904, 2007 | 55,000 compounds, 0.97% hits | H1299 p53-null (neo) cells, 39C, ATPlite viability, 24 h;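 further: potency means the concentration at half of the fitted maximal effect; 0% = DMSO only and -100% = full killing by 100 µM tamoxifen; nearly all actives have a fitted effect of over 50% in size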
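H1299 lung cancer cells, p53-null (H1299-neo) or expressing p53 A138V (H1299-p53A138V), were plated overnight at 37C, then exposed to compounds at up to 46 uM for 24 hr at 39C. Viability was read by ATP-based luminescence.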
The depositor's hits bear a star; ? = inconclusive; nt = not tested or not shown; [ ] = dose if it differs, or a comment. The call rests on the fitted dose curve; in most records, active means well fitted curve in the direction sought with a large enough effect; inconclusive means small, poorly fitted or top-dose-only effect, or another doubt; inactive means no such curve, though single readings can be large; an effect the other way counts as inactive or inconclusive. The list is partial. The share of hits here may be higher or lower than overall.

smiles | NTMT1 inhibitor | TSG101-PTAP inh | FH mod | B2AR arrestin ag | GALK inhibitor | p53null 32C tox | p53null 39C tox
COc1cccc(/C=C/c2nc(C#N)c(NCCc3ccccc3)o2)c1 | ? | 0% | -15% | 0% | 3% | -3% | -20%
Cc1sc(NC(=O)COc2ccc(C(C)(C)C)cc2)c(C(=O)OC(C)C)c1C | -1% | -4% | 6% | -1% | -2% | 3% | 4%
Cc1cc(N2CCN(C)CC2)nc2ccc(NC(=O)Nc3cccc(Cl)c3)cc12 | ? | -4% | -10% | -1% | 2% | 1% | ?
COc1cccc(-n2cc(C(=O)Nc3ccccc3C(N)=O)c3ccccc3c2=O)c1 | 89µM* | -6% | 8% | -1% | 0% | 1% | -12%
CCn1c(CNC(=O)c2ccc(OC)cc2)nnc1SCC(=O)Nc1ccccc1 | 5% | -5% | -9% | -2% | 0% | 1% | -11%
Cc1ccc(C)c(Cn2c(=O)cc(C(F)(F)F)c3c(C)nn(C)c32)c1 | 10% | -2% | -11% | -1% | -2% | 3% | 6%
CC(=O)N1CCOc2cc(S(=O)(=O)NCc3ccc(C)cc3)c(Cl)cc21 | 0% | 0% | -13% | 0% | 1% | 7% | 80%[activator]
O=C(CCCN1C(=O)c2cccnc2Oc2ccc(Cl)cc21)NCc1ccccc1F | 2% | -4% | -2% | 1% | -6% | -6% | -19%
CC(C)c1ccc(NC(=O)Cn2c3ncccc3c(=O)n2-c2ccccc2)cc1 | 4% | 0% | -23% | 0% | -1% | 1% | -6%
COc1cccc(CNC(=O)c2cc3cc(C)ccc3n2C)c1 | 2% | -2% | -1% | -4% | 5% | ? | -28%
COc1cccc(CNS(=O)(=O)c2ccc3c(c2)CCN3C(=O)C2CCC2)c1 | 7% | -9% | -14% | -2% | 0% | 3% | 16%
COc1cccc(OC(=O)CSc2nnc(-c3ccccc3OC)o2)c1 | -5% | -5% | 1% | -2% | -1% | 4% | -11%
CCc1ccccc1Nc1nn2c(=O)c3ccc(C(=O)Nc4ccc(OC)cc4)cc3nc2s1 | 3% | -2% | 0% | 0% | 1% | -18% | 1%
Cc1ccccc1Nc1c(-c2ccc(N3CCOCC3)cc2)nc2ccc(Br)cn12 | -7% | -9% | ? | 1% | 1% | ? | 10µM*
CCc1nn(CC(=O)NCc2cccc(OC)c2)c(=O)c2cc3cc(F)ccc3n12 | nt | -1% | nt | -2% | -2% | -3% | -10%
COCc1oc2ccc(NS(=O)(=O)c3ccc(C)cc3)cc2c1C(=O)OC | -5% | -3% | -29% | 1% | 0% | 15% | 10%
Cc1ccc(S(=O)(=O)CC(=O)Nc2nc3c(C)cc(C)cc3s2)cc1 | -1% | -7% | ? | -4% | 0% | 22% | -5%
COc1ccc(S(=O)(=O)NC(C)C)cc1-n1cnnn1 | 2% | 1% | -7% | 0% | -2% | -9% | 32%[activator]
CCOc1ccc(CNC(=O)c2ccc(NC(=O)c3nsc4ccccc34)cc2)cc1 | ? | 5% | 7% | 1% | 6% | -28% | -28%
CCC(C)NC(=O)Cn1ccc2cc(S(=O)(=O)N3CCCCCC3)ccc21 (stereo unspecified) | 6% | 5% | 3% | 1% | 0% | 2% | 1%

(list continues)
smiles | NTMT1 inhibitor | TSG101-PTAP inh | FH mod | B2AR arrestin ag | GALK inhibitor | p53null 32C tox | p53null 39C tox
COc1ccccc1NC(=O)Cn1c(C)cc(C)c(C#N)c1=O | -4% | 1% | 0% | -1% | -5% | 9% | -3%
CCOC(=O)c1[nH]c2c(c1Cc1ccccc1C)C(=O)CC(c1ccccc1)C2 (stereo unspecified) | 0% | 1% | -26% | 1% | -9% | 27% | 7%
COc1ccc(-n2c(=O)c3ccccc3n(Cc3cccc(C)c3)c2=O)cc1 | -8% | -1% | -16% | 0% | 8% | 0% | -16%
COc1ccc(C)cc1N(C)C(=O)c1c(C)oc2ncnc(N3CCOCC3)c12 | 12% | -5% | 7% | -1% | -3% | 2% | 1%
CCC(C)NC(=O)CN1C(=O)c2cccnc2Oc2ccc(C)cc21 (stereo unspecified) | 1% | 1% | -14% | 0% | 1% | 14% | 6%
CC(=O)c1ccc(NC(=O)C2CCN(c3nnc(C)c4c(C)n(-c5ccccc5)nc34)CC2)cc1 | -13% | -6% | -21% | -1% | 0% | ? | ?
CCc1ccc(CNC(=O)CN2C(=O)CCn3nc(-c4cn(C)c5ccccc45)cc32)cc1 | -7% | 1% | -11% | -1% | -4% | -12% | 6%
CCOCCCn1c(=N)c(C(=O)NCC2CCCO2)cc2c(=O)n3cccc(C)c3nc21 (stereo unspecified) | 0% | -8% | 4% | 0% | -11% | 3% | 13%
Cc1nc(SCCOc2ccccc2F)[nH]c(=O)c1Cc1ccccc1 | 6% | 1% | -3% | 0% | 2% | -4% | -7%
CCOc1ccc(Cn2c(CNS(=O)(=O)c3ccc(CC)cc3)nc3cccnc32)cc1 | 17% | -4% | -5% | -1% | 0% | 10% | 15%
CCOc1ccccc1NC(=O)N1CCCn2nc(C)cc21 | -9% | -7% | -2% | 0% | -3% | 2% | -11%
Cc1ccc(S(=O)(=O)c2cn(CC(=O)Nc3ccccc3)c3cc4c(cc3c2=O)OCO4)cc1 | 5% | -2% | -9% | 1% | -3% | 3% | 2%
CCOc1ccc(CCNC(=O)c2ccc(-c3nc(CSc4ccc(C)cc4)c(C)o3)cc2)cc1 | 10% | -1% | 23% | -1% | -2% | -3% | -2%
CCC(=O)N1c2ccccc2CC1C(=O)NCCc1ccc(OC)cc1OC (stereo unspecified) | 6% | -5% | 0% | 0% | 4% | 2% | 0%
Cc1cc(C)n2nc(SCC(=O)Nc3ccccc3)nc2n1 | ? | -10% | -13% | 1% | 4% | -3% | 21%
COc1ccc(C)cc1NC(=O)C1CCC(CNS(=O)(=O)c2ccc3c(c2)CCCC(=O)N3)CC1 (stereo unspecified) | 14% | -1% | -16% | 3% | 0% | -9% | -28%
COc1ccc(C2CC(=O)c3cc(-c4nc(-c5cccc([N+](=O)[O-])c5)cs4)c(=O)n(-c4ccccc4C)c3C2)cc1 (stereo unspecified) | 2% | -4% | 1% | 0% | 1% | -6% | -5%
CCOc1cc2sc(N3CCC(C(=O)Nc4ccccc4C(=O)OC)CC3)nc2cc1Br | 1% | -5% | -9% | 1% | 6% | -6% | 4%
COc1ccc(CNC(=O)C(C)Sc2nc(-c3ccccc3)cc(C(F)(F)F)n2)cc1 (stereo unspecified) | 1% | 1% | -18% | 0% | 2% | -6% | -9%
CCc1ccc(NC(=O)c2cc3c([nH]c2=O)CC(C)(C)CC3=O)cc1 | -7% | 1% | -3% | 0% | -1% | 0% | -22%

Remaining list, next part
smiles | NTMT1 inhibitor | TSG101-PTAP inh | FH mod | B2AR arrestin ag | GALK inhibitor | p53null 32C tox | p53null 39C tox
COc1ccc(NC(=O)Cn2c(=O)n(-c3cccc(C)c3)c(=O)c3c2c2cc(C)ccc2n3C)cc1Cl | 12% | -1% | 6% | 1% | -5% | -7% | -4%
Cc1cccc(NC(=O)c2cc(S(=O)(=O)N3CCCCCC3)cn2C)c1C | -10% | -3% | -2% | 0% | 1% | -4% | ?
CC(=O)N1CCc2cc(S(=O)(=O)NC(Cc3ccccc3)C(=O)NCc3ccccc3Cl)ccc21 (stereo unspecified) | 9% | -1% | -12% | 0% | 0% | 3% | -20%
Cc1ccc(Nc2sc(C(=O)c3ccc(F)cc3)c(N)c2S(=O)(=O)c2ccc(C)cc2)cc1 | 4% | 0% | -6% | 1% | 4% | -1% | 12%
O=C(CCn1c(=O)c2cccn2c2cccnc21)N1CCN(c2ccc(F)cc2)CC1 | -2% | 0% | -18% | 0% | 4% | -3% | -3%
CCOC(=O)N1CCc2c(sc3c2c(=O)n(-c2ccc(Cl)cc2)c(=O)n3Cc2cccc(C)c2)C1 | -7% | 2% | -11% | 1% | 7% | -9% | -29%
CCOc1ccc(NC(=O)CSc2nccn2Cc2ccco2)cc1 | 2% | 0% | -18% | 0% | 5% | -10% | 20%
COc1ccc(OC)c(CNC(=O)c2cc3ccc4cccnc4c3[nH]2)c1 | 12% | 2% | -27% | 1% | 1% | 15% | 10%

Arranged by length of the SMILES (smallest number first): ten of the compounds above.
smiles | NTMT1 inhibitor | TSG101-PTAP inh | FH mod | B2AR arrestin ag | GALK inhibitor | p53null 32C tox | p53null 39C tox
CCOc1ccc(NC(=O)CSc2nccn2Cc2ccco2)cc1 | 2% | 0% | -18% | 0% | 5% | -10% | 20%
COc1ccc(OC)c(CNC(=O)c2cc3ccc4cccnc4c3[nH]2)c1 | 12% | 2% | -27% | 1% | 1% | 15% | 10%
CCc1ccc(NC(=O)c2cc3c([nH]c2=O)CC(C)(C)CC3=O)cc1 | -7% | 1% | -3% | 0% | -1% | 0% | -22%
CCOc1cc2sc(N3CCC(C(=O)Nc4ccccc4C(=O)OC)CC3)nc2cc1Br | 1% | -5% | -9% | 1% | 6% | -6% | 4%
COc1ccc(CNC(=O)C(C)Sc2nc(-c3ccccc3)cc(C(F)(F)F)n2)cc1 (stereo unspecified) | 1% | 1% | -18% | 0% | 2% | -6% | -9%
CC(=O)N1CCc2cc(S(=O)(=O)NC(Cc3ccccc3)C(=O)NCc3ccccc3Cl)ccc21 (stereo unspecified) | 9% | -1% | -12% | 0% | 0% | 3% | -20%
COc1ccc(C)cc1NC(=O)C1CCC(CNS(=O)(=O)c2ccc3c(c2)CCCC(=O)N3)CC1 (stereo unspecified) | 14% | -1% | -16% | 3% | 0% | -9% | -28%
CCOC(=O)N1CCc2c(sc3c2c(=O)n(-c2ccc(Cl)cc2)c(=O)n3Cc2cccc(C)c2)C1 | -7% | 2% | -11% | 1% | 7% | -9% | -29%
COc1ccc(NC(=O)Cn2c(=O)n(-c3cccc(C)c3)c(=O)c3c2c2cc(C)ccc2n3C)cc1Cl | 12% | -1% | 6% | 1% | -5% | -7% | -4%
COc1ccc(C2CC(=O)c3cc(-c4nc(-c5cccc([N+](=O)[O-])c5)cs4)c(=O)n(-c4ccccc4C)c3C2)cc1 (stereo unspecified) | 2% | -4% | 1% | 0% | 1% | -6% | -5%
